HTR1E antagonist: 5-HT1E receptor antagonists, primary screen, cell-based, HTS; 65,000 compounds, 0.99% hits; 5-hydroxytryptamine receptor 1E (Homo sapiens), P28566; CHO 5-HT1E Ga15 NFAT-bla reporter, FRET, antagonist; inhibition, % at 6 µM; AID 571, 2007;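 active means inhibition above a set limit, the mean inhibition across every tested compound plus 3 SD, cut at about 29% in these data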;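 further: signal is the 460 over 535 nm emission ratio of beta-lactamase substrate; 0% = agonist plus DMSO wells and 100% = wells without agonist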
D1 mod: D1 CRE-luciferase signal change, two-sided – cell-based, HEK293 D1, dopamine EC30, D1 allosteric modulator project, primary screen. D(1A) dopamine receptor (Homo sapiens), P21728. dopamine EC30 potentiation; actives deviate in either direction. B-score at 10 µM. 58,000 compounds, 5.9% hits. AID 641, 2007;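 active means luminescence count or its row- and column-corrected plate score outside the 99.7% band of the plate's sample wells, on either side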
Target sequence (P21728 whole entry, looked up): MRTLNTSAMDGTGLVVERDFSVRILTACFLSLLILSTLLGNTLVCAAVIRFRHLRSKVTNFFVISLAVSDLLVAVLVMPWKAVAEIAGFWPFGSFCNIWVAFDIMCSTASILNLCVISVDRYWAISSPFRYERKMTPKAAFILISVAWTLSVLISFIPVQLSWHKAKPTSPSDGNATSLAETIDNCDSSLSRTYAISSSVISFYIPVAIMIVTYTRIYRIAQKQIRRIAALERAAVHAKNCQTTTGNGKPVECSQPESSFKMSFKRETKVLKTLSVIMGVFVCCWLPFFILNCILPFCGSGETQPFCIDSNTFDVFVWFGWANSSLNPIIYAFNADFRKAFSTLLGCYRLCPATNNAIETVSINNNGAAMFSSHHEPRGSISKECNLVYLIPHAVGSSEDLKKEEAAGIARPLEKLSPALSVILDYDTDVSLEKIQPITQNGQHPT
S1P1 ag-PAM: S1P1 agonists and agonism potentiators, primary screen, cell-based, primary and confirmation screens, CRE-bla reporter; Sphingosine 1-phosphate receptor 1 (Homo sapiens), P21453; S1P1 CRE-bla cells, forskolin, beta-lactamase FRET, potentiator mode; S1P1 agonist co-added at EC20, 2 nM; 100% = saturating reference agonist, 0% = basal; activation, % at 9.5 µM; 56,000 compounds, 0.57% hits; AID 449, 2006;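 active means activation above a cutoff set at the mean activation of all tested compounds plus 3 SD, cut at about 54% in these data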;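 further: forskolin at 4 µM as EC80 and the EC20 agonist is SEW2871; 100% = SEW2871 at its EC100 plus forskolin at EC80; some compounds past the cut are filed as inactive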
HEK293 NFkB inh: inhibitors of PMA/ionomycin-induced NF-kB reporter, primary screen, antigen receptor NF-kB inhibitor project, cell-based, HEK-293 luciferase reporter, luminescence. HEK-293 NF-kB luciferase reporter. inhibition, % at 3 µM. 62,000 compounds, 0.21% hits;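 active means inhibition above the mean of all tested compounds plus 3 SD, cut at about 40% in these data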;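 further: 0% = stimulated DMSO wells and 100% = 10 µM reference inhibitor 5653914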
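Reagent: PMA plus ionomycin mix as NF-kB-activating stimulus. Assay system: NF-kB luciferase reporter HEK-293 cells. Technique: luminescence from luciferase substrate reagent. Incubation: 1 h compound pre-incubation, 16 h PMA/ionomycin at 37 °C. Benchmarks: DMSO only as uninhibited control, 10 µM reference inhibitor as full inhibition. Repeats: tested once.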
S1P3 agonist: human S1P3 receptor agonists, primary screen, cell-based, primary and confirmation, NFAT-BLA reporter. Sphingosine 1-phosphate receptor 3 (Homo sapiens), Q99500. S1P3 NFAT-BLA reporter cells, agonism, FRET ratio; relative to 1 µM S1P, basal subtracted. activation, % at 4.5 µM. 60,000 compounds, 0.1% hits. AID 373, 2006;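 active means activation above the screen-wide mean plus 3 SD, cut at about 4.5% in these data, passing the limit was not always enough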; further: some compounds called inactive have numbers as strong as hits
Target sequence (Q99500 whole entry, looked up): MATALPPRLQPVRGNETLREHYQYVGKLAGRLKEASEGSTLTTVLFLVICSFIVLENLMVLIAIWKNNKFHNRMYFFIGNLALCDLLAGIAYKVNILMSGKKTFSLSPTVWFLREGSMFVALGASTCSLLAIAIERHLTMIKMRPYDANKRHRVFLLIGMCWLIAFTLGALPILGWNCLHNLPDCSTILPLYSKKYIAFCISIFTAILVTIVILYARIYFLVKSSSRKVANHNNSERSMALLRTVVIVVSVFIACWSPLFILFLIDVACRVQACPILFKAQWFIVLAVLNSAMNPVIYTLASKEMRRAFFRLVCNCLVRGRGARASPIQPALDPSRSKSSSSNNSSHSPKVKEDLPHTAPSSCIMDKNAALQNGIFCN
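Material: Human S1P3 NFAT-BLA reporter CHO cells | Incubation: Overnight plating, 4 h compound 37 °C, 2 h substrate RT | Signal: FRET β-lactamase substrate fluorescence, excitation 405 nm, 460/535 nm emission ratio, background-subtracted | Compound: 4.5 µM final, single dose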
HTR1E agonist: 5-HT1E receptor agonists, primary screen, cell-based, HTS | 5-hydroxytryptamine receptor 1E (Homo sapiens), P28566 | CHO 5-HT1E Ga15 NFAT-bla reporter, FRET; 0% DMSO wells, 100% control agonist wells | activation, % at 6 µM | 65,000 compounds, 0.69% hits | AID 574, 2007;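 active means activation above a set limit, the screen-wide mean activation plus 3 SD, cut at about 8.5% in these data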;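 further: 100% = positive control agonist at 1 µM giving full maximal response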
Jurkat viability: cytotoxicity toward Jurkat T cells, primary screen, cytotoxicity control, cell-based, Jurkat E6.1, 60K MLSMR library | 56,000 compounds, 1.2% hits | inhibition, % at 4 µM | Jurkat E6.1 viability, ATP luminescence, 48 h | AID 463, 2006;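 active means inhibition above the mean inhibition of all tested compounds plus 3 SD, cut at about 28% in these data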
HTR1A agonist: human 5-HT1a receptor agonists, primary screen, cell-based, CHO, Ga15 NFAT-bla reporter; CHO 5-HT1a Ga15 NFAT-bla reporter, FRET ratio; 0% basal, 100% maximal reference agonist; AID 567, 2006; 65,000 compounds, 0.56% hits; activation, % at 10 µM;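 active means activation above the screen-wide mean activation plus 3 SD, cut at about 19% in these data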;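 further: 0% = DMSO wells and 100% = 5-CT at EC100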
5HT1a antag: human 5-HT1a receptor antagonists, primary screen, cell-based, CHO, Ga15 NFAT-bla reporter | inhibition, % at 10 µM | AID 612, 2007 | CHO 5-HT1a Ga15 NFAT-bla reporter, antagonist mode | 62,000 compounds, 0.68% hits | 5-hydroxytryptamine receptor 1A (Homo sapiens), P08908;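 active means inhibition above the mean of all tested compounds plus 3 SD, cut at about 43% in these data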;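 further: receptor stimulated by 5-CT agonist at 100 nM near EC80; beta-lactamase reporter measured by ratiometric fluorescence of a cleavable substrate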
Starred values were filed as active, the others as inactive; . = not tested or not shown. The order is random; about 8.3% have a hit in one of these screens.

SMILES	HTR1E antagonist	D1 mod	S1P1 ag-PAM	HEK293 NFkB inh	S1P3 agonist	HTR1E agonist	Jurkat viability	HTR1A agonist	5HT1a antag
Cc1cc2cc(CNC(=O)c3ccc(S(=O)(=O)N4CCCCC4)cc3)ccc2n1C	13	-0.044	-10	23	-1.1	-0.3	5	-1.5	-2
COc1cc(-c2nc(-c3ccncc3)no2)cc(OC)c1OC	0	0.32	-7	9	-0.2	-0.4	-2	-1.5	5
CC(=NCc1cccnc1)C1=C(O)c2ccccc2C1=O	3	3*	-36	18	-0.8	0.9	4	0.4	-2
CCOC(=O)c1c(NC(=O)c2nn(CC)cc2Br)c(C#N)nn1-c1ccccc1	18	2.5	-25	14	-1.5	0.0	8	1.7	4
O=C(Nc1ccon1)c1sc2cc(F)ccc2c1Cl	-1	-0.87	.	-8	.	0.7	.	-0.1	19
CC(=O)NS(=O)(=O)c1ccc(N)cc1	-6	0.076	3	.	-4.6	-0.1	.	0.8	.
CC(C)N(Cc1cc2ccccc2[nH]c1=O)C(=O)C(C)(C)C	-9	-0.86	-20	12	-0.4	-1.4	4	-2.9	-7
COc1ccc(N(C(=O)c2cccc(OC)c2OC)C2C=CS(=O)(=O)C2)cc1 (stereo not drawn)	2	.	-17	2	0.7	-1.2	-1	-3.0	-13
CC1Cc2ccccc2N1C(=O)CN1C(=O)NC(C)(c2ccc3c(c2)OCCO3)C1=O (stereo not drawn)	-18	0.39	-4	3	-0.1	-0.5	-4	-1.6	-3
CCOc1ccc(C(=O)Nc2ccc(S(=O)(=O)N3CCOCC3)cc2)cc1OCC	-3	0.77	-4	9	-0.4	0.6	1	0.9	-17
Cc1ccc(S(=O)(=O)N2CCN(C(=O)COc3ccc(-c4nnco4)cc3)CC2)cc1	-2	-1	-19	16	-0.6	-0.5	-3	-4.5	9
CCn1c(SCC(=O)N2CCN(S(=O)(=O)c3ccccc3)CC2)nnc1-c1cccs1	-5	-1.8	-5	16	-0.4	0.4	15	-1.2	-7
CSc1ccc(/C=N/n2nnnc2N)cc1	-4	-0.45	14	9	-1.7	-0.4	4	-1.5	-19
COc1cc(C(=O)N2CCN(c3ccc(C)cc3C)CC2)cc(OC)c1OC	18	-0.78	-1	25	-1.3	0.3	91*	-3.0	17
O=C(C1CCN(S(=O)(=O)N2CCOCC2)CC1)N1CCOCC1	-6	0.49	19	8	-0.3	-0.1	0	-2.8	0
CCCCNC(=O)NS(=O)(=O)c1ccc(NS(=O)(=O)c2ccccc2)cc1	-6	-0.26	.	14	.	0.4	.	2.0	-14
Cn1nc(-c2ccc(Cl)cc2)c2cc(C(=O)NC3CC3)sc21	-4	-1.4	-60	2	0.3	0.0	-2	0.3	24
CCN(CC)CCOc1nc(C)nc2c1oc1ccccc12	-3	0.42	-8	16	-1.0	0.3	-3	0.2	3
COc1ccccc1N1CCN(C(=O)c2cc(-c3ccc(Cl)c(Cl)c3)on2)CC1	-10	0.12	-31	-2	0.8	-0.9	0	-3.8	-5
CCn1cc(C(=O)OCc2ccc(F)cc2)c(=O)c2ccc(C)nc21	22	9.9*	.	12	-0.7	0.4	-8	1.5	-10
CCn1c(SC(C)C)nnc1-c1c[nH]c2ccccc12	0	-0.62	0	6	-0.7	-0.6	5	-2.6	8
OC1(CN2CCOCC2)C2CN3CCN(C2)CC1(c1ccccc1)C3 (stereo not drawn)	-1	-0.54	-7	0	-1.2	0.5	-11	-3.0	-3
NC(=O)C1(N2CCCCC2)CCN(C(=O)CSc2nc3ccccc3[nH]2)CC1	-7	-0.035	.	6	0.6	-0.7	-2	-2.9	-6
Cc1ccccc1N1OC2C(=O)N(c3ccc(F)cc3)C(=O)C2C1c1ccccn1 (stereo not drawn)	4	-0.41	-3	25	-0.3	0.0	2	-1.9	-7
Cc1nn(-c2ccccc2)c2sc(C(=O)OC3CCOC3=O)cc12 (stereo not drawn)	11	0.92	-41	29	1.3	-0.5	5	-0.1	8
CN(C)S(=O)(=O)c1ccc(C(=O)Nc2ccnn2C2CCCCC2)cc1	-3	-0.74	-3	7	0.4	-0.3	-2	0.1	0
O=C(O)C1CC=CCC1C(=O)NC12CC3CC(CC(C3)C1)C2 (stereo not drawn)	13	-0.41	.	12	-1.9	-1.7	8	-1.5	12
Cc1ccc(NC(=O)C2CCCN(S(=O)(=O)c3cnc[nH]3)C2)cc1C (stereo not drawn)	-3	-0.026	-29	-2	-1.1	0.5	3	-2.9	-11
COc1cc(C(=S)N2CCCC2)cc(Cl)c1O	-4	.	0	11	-0.9	0.2	-2	0.6	-6
O=C(Nc1ccc(Cl)cc1F)C1CCN(S(=O)(=O)c2cccnc2)CC1	10	0.018	.	-7	.	-1.7	.	-3.9	-11

Some of the entries so far, with values under each structure:
Below each compound – HTR1E antagonist | D1 mod | S1P1 ag-PAM | HEK293 NFkB inh | S1P3 agonist | HTR1E agonist | Jurkat viability | HTR1A agonist | 5HT1a antag
- COc1cc(C(=S)N2CCCC2)cc(Cl)c1O
 : -4 | . | 0 | 11 | -0.9 | 0.2 | -2 | 0.6 | -6
- NC(=O)C1(N2CCCCC2)CCN(C(=O)CSc2nc3ccccc3[nH]2)CC1
 : -7 | -0.035 | . | 6 | 0.6 | -0.7 | -2 | -2.9 | -6
- O=C(O)C1CC=CCC1C(=O)NC12CC3CC(CC(C3)C1)C2 (stereo not drawn)
 : 13 | -0.41 | . | 12 | -1.9 | -1.7 | 8 | -1.5 | 12
- OC1(CN2CCOCC2)C2CN3CCN(C2)CC1(c1ccccc1)C3 (stereo not drawn)
 : -1 | -0.54 | -7 | 0 | -1.2 | 0.5 | -11 | -3.0 | -3

Carrying on:
SMILES	HTR1E antagonist	D1 mod	S1P1 ag-PAM	HEK293 NFkB inh	S1P3 agonist	HTR1E agonist	Jurkat viability	HTR1A agonist	5HT1a antag
CCC(C)N1C(=O)CCC1C(=O)NCc1ccc2c(c1)OCO2 (stereo not drawn)	-9	0.92	5	6	-0.4	0.5	-6	-0.3	-19
O=C(NCCCN1CCOCC1)c1ccc(Br)s1	1	-0.46	-13	-5	-0.3	-0.3	-5	-2.8	-4
COc1ccccc1CC(=O)Nc1ccc(-c2nnc(-c3ccco3)o2)cc1	12	-0.18	.	10	.	-0.5	.	1.5	-26
CC1Cc2ccccc2N1C(=O)CN1CCc2ccccc2C1 (stereo not drawn)	0	1.5	.	17	.	0.9	.	-2.2	0
CCOC(=O)N1CCN(C(=O)C2CCN(S(=O)(=O)N3CCCC3)CC2)CC1	8	0.72	7	5	-0.6	0.8	-2	-0.5	-8
Cc1cccc(N2CCN(C(=O)c3ccc(NS(=O)(=O)c4c(C)noc4C)cc3)CC2)c1C	4	0.023	-21	-1	-0.4	0.1	4	-1.7	0
CCc1cccc(C)c1NC(=O)CSc1nnc(-c2ccco2)n1N	-6	-0.3	6	2	-0.7	0.5	0	-1.1	-2
CCc1ccc(-c2nc(CSCC(=O)N3CCN(c4ncccn4)CC3)c(C)o2)cc1	-11	-3.5	23	14	-1.0	0.8	10	3.3	-18
CCn1c(CNc2ccc(F)cc2)nnc1SCC(=O)Nc1ccc(OC)cc1OC	-3	0.7	-3	6	0.8	0.5	0	1.7	-4
O=C(CSc1nnc(-c2cccnc2)n1Cc1ccco1)c1ccc(Cl)c(Cl)c1	-21	0.015	9	15	-1.1	0.0	11	-4.8	1
Cn1c(=O)c2c(nc(CN3CCOCC3)n2Cc2ccccc2)n(C)c1=O	-1	-0.89	3	6	-0.7	0.0	0	-0.2	-1
Cc1ccc(C(=O)CSc2nc(C)cc(SCc3nnc(-c4ccccc4)o3)n2)cc1	-4	-0.33	2	-7	-1.3	-1.3	-9	0.7	-2
O=C(c1cc2c(s1)-c1ccccc1OC2)N1CCCC1	12	-1.9	-3	-11	0.8	0.4	-1	1.1	5
Cc1nnc(SCC(=O)NCc2ccc3c(c2)OCO3)s1	2	.	1	8	-0.8	0.0	-3	-4.2	-2
Cc1cc(C)cc(NC(=O)CSc2nc3c(c(=O)n2C)SC(C)C3)c1 (stereo not drawn)	-3	0.22	13	13	-1.8	0.4	11	1.6	12
O=C(Oc1ccc2cccc(OC(=O)N3CCOCC3)c2c1)N1CCOCC1	-8	.	.	1	.	0.4	.	-1.0	-7
COc1ccc(CCC(=O)NCc2cnn(C)c2)cc1	15	-0.88	.	17	-0.6	-0.7	0	0.8	5
c1ccc(-n2nnnc2OCCOc2nnnn2-c2ccccc2)cc1	1	0.41	-26	1	-0.7	-0.3	-2	-4.3	-3
CCn1c(SCC(=O)c2cc(OC)ccc2OC)nnc1C(C)C	-7	0.079	-17	8	0.7	-0.5	-6	-0.6	11
CNC(=O)C1CC(=O)N(Cc2ccccc2)C(=Nc2ccc(OC)cc2)S1 (stereo not drawn)	5	-0.026	0	.	-3.9	-0.4	.	-2.1	.
CCOC(=O)CCc1c(C)c2c(C)nn(-c3ccccc3)c2[nH]c1=O	-9	1.2	-18	10	0.1	1.0	-1	0.2	-4
CCN1C(=O)c2cccc3c(N)ccc1c23	11	.	-49	3	-0.1	-0.4	-10	-3.5	-1
O=C(Nc1ncccc1O)c1cccc(S(=O)(=O)N2CCc3ccccc32)c1	-2	0.052	-9	9	-0.5	0.1	2	-6.9	5
Nn1c(Cc2cccc3ccccc23)nnc1SC1CCOC1=O (stereo not drawn)	-10	-0.009	5	6	-0.5	0.7	2	-1.0	-5
Cc1nc2cc(C(=O)O)ccc2n1-c1ccccc1	-1	0.035	-3	2	-0.1	2.2	-2	-2.2	-20
Cc1nc(N2CCC3(CC2)OCCO3)c2nnn(Cc3ccccc3F)c2n1	8	.	.	13	.	-0.2	.	-2.2	1
O=C(NC1CC2CCCC(C1)N2C(=O)Nc1ccccc1)c1ccncc1 (stereo not drawn)	15	0.051	8	9	-0.9	-1.6	1	0.0	3
CC(=O)c1ccc(N2CCN(S(=O)(=O)c3cccc(S(=O)(=O)N4CCOCC4)c3)CC2)cc1	1	0.015	.	14	.	0.3	.	1.2	-5
Brc1ccc(C2Nc3cccc4cccc(c34)N2)o1	1	-0.95	-29	-13	-0.7	-0.1	9	-1.8	18
CC(C)COc1ccc(C(=O)OCCN2CCOCC2)c(O)c1	-6	.	-8	.	-3.9	-1.0	.	-2.1	.
Cc1ccc(-c2nnc(CSc3nnc(COc4ccccc4)n3-c3ccccc3)o2)cc1	-3	0.47	4	0	-0.5	1.2	-1	0.3	20
